# Compound activity as filed in PubChem.
# Fibroblast inh = blocks proliferation of human lung fibroblasts; LL 47 human lung fibroblast viability, ATP luminescence; stronger effect = lower value; viability, % at 10 µM; 85,000 compounds, 1.1% hits; AID 719;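 active means viability at or below 50% in the single dose screen; inactive means viability above 50%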;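 further: compound exposure lasted 72 h before the ATP readout; 100% = median luminescence of untreated cell-only wells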
#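 Material: human lung fibroblast line LL 47, low passage; Evaluation: viability percentage against median untreated-cell control; Buffer or medium: 15% FBS in IMEM; Incubation: 72 h compound exposure at 37 °C after overnight plating; Dosing: 0.1% DMSO in all compound wells; Measured by: CellTiter-Glo luminescence.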
# PTK2B oligo ant = blocks oligomerization of human Pyk2 in cells; Q14289; Q293 cells, Pyk2 FERM NanoBiT luminescence; stronger effect = lower value; z-score (the deposit names both 25 µM and 10 µM); 99,000 compounds, 0.83% hits; AID 1347419;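 active means Z-score of -3 or lower, scaled per plate to the spread of control and sample wells; inactive means z-score above -3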;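 further: negative z-score means lost luminescence so less FERM oligomerization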
# Target sequence (Q14289 whole entry, looked up): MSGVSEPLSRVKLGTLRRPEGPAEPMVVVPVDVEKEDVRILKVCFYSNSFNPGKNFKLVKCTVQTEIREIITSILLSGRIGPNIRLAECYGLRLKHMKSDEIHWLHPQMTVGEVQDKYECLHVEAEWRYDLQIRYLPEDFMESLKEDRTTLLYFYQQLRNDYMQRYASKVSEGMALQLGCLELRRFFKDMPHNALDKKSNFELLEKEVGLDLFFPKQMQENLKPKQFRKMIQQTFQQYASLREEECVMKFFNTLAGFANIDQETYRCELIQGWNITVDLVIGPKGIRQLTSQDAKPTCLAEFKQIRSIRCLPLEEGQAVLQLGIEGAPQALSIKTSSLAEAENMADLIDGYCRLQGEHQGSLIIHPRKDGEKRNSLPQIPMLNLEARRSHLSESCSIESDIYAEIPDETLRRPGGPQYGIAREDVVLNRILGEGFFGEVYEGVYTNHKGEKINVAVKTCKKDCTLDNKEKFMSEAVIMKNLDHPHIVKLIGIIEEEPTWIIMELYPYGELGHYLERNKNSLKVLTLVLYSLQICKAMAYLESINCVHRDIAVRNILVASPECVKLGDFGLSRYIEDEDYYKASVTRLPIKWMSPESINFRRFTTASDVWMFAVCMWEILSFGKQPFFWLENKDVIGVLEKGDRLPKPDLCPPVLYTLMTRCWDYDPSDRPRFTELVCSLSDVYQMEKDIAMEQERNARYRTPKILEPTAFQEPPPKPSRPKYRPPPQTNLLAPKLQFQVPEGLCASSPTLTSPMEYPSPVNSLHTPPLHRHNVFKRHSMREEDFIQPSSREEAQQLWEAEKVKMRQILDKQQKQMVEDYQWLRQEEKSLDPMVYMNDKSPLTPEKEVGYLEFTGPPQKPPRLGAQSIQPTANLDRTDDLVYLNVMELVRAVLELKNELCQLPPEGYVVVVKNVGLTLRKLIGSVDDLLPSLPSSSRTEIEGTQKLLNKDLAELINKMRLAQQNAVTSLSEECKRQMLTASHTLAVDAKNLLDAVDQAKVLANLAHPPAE
# H69AR growth 86K = growth inhibitors of human H69AR lung tumor cells | H69AR lung tumor viability, ATP luminescence, 72 h; stronger effect = lower value | viability, % at 10 µM | 85,000 compounds, 6% hits;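 active means viability at or below 40%; inactive means viability above 40%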;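 further: multidrug resistant small cell line overexpressing MRP-1 efflux transporter; 100% = mean luminescence of untreated control wells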
# HUVEC tox IL1B = HUVEC cytotoxicity counter-screen, IL-1B stimulated | cell count reduction, % at 2 µM | 94,000 compounds, 0.41% hits | HUVEC cell count loss, Hoechst imaging;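 active means cell count reduction more than 3 SD above the screen-wide mean, cut at about 70% in these data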;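 further: normalized per plate to untreated control cells as the no-loss baseline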
# cytoskel mod = modifiers of cytoskeleton assembly | inhibition, % at 2 µM | HUVEC TNFa F-actin phalloidin imaging, high content | 91,000 compounds, 0.18% hits;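 active means inhibition above the batch mean plus 3 SD and confirmed as a hit by visual image inspection, cut at about 30% in these data, passing the limit was not always enough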; further: strong numbers were not always called active
# TNFa cytotox = toxic to HUVEC cells under TNF alpha stimulation; 93,000 compounds, 0.17% hits; HUVEC TNFalpha-stimulated, Hoechst cell count, imaging; cell count reduction, % at 2 µM;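 active means cell count reduction exceeding the screen mean by over 5 SD, scaled to untreated wells per plate, cut at about 78% in these data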;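 further: cells counted after 24 h of TNF alpha exposure following the 1 h pretreatment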
# Smad3 FoxH1 inh = inhibitors of human Smad3 transcription factor binding; P84022; TR-FRET Smad3/Dy647-FoxH1 peptide binding, europium anti-His; inhibition, % at 25 µM; 88,000 compounds, 0.29% hits; AID 630;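 active means compounds that reduce the energy-transfer binding signal between the protein and its labelled peptide by more than half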;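 further: 0% = Smad3 plus labelled peptide maximal FRET and 100% = peptide-only background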
# HUVEC inhibit = blocks proliferation of human endothelial cells. HUVEC proliferation, CellTiter-Glo luminescence, 72 h; stronger effect = lower value. viability, % at 10 µM (by protocol). 86,000 compounds, 1.1% hits. AID 648;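 active means viability at or below 30%; inactive means viability above 30%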;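 further: 100% = median luminescence of DMSO-only cell control wells on each plate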
# VCAM1 TNFa inh = reduces TNF alpha induced VCAM1 expression in HUVEC; inhibition, % at 2 µM; 95,000 compounds, 0.48% hits; HUVEC TNFa-induced VCAM-1 immunofluorescence, high-content imaging;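 active means inhibition above the batch mean plus 3 SD, with images confirmed as a hit by eye, cut at about 37% in these data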;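 further: 0% = TNF-stimulated DMSO wells and 100% = unstimulated control wells; not every result past the cut was called active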
# Numbers without * were called inactive; · = not tested or not shown; [ ] = remark or other dose. The list is partial; rates above refer to the full screens.
SMILES,Fibroblast inh,PTK2B oligo ant,H69AR growth 86K,HUVEC tox IL1B,cytoskel mod,TNFa cytotox,Smad3 FoxH1 inh,HUVEC inhibit,VCAM1 TNFa inh
Cc1ccsc1/C=N/NC(=O)c1sccc1C,·,0.66,·,0,-11,-9,·,·,3
COc1ccc(-c2cc3nc[nH]c(=O)c3s2)cc1,89,1,81,-13,·,-10,12,71,11
CCn1c(C)nc2cc(S(=O)(=O)C(F)(F)C(F)C(F)(F)F)ccc21 (stereo not drawn),98,-1.6,92,·,·,·,-10,108,·
CCN(CC)S(=O)(=O)c1cccc(C(=O)NC(C(=O)Nc2nnc(C)s2)C(C)C)c1 (stereo not drawn),90,-0.02,97,11,-4,3,-8,94,4
Cc1cc(N2CCOCC2)nc(SCc2ccc(Cl)cc2Cl)n1,·,-1.1,·,-25,21,-14,·,·,6
COc1cc2c(cc1OC)C(C(C)C)=NC(C)(C)C2,96,0.34,89,-13,-11,-15,3,90,8
Cc1nc(Nc2ccc(F)cc2)[nH]c(=O)c1CCC(C)C,·,-0.08,6.7*,-16,2,-19,10,75,-18
CCCCN(Cc1ccccc1)C(=O)C1CCCN(S(=O)(=O)c2cnc[nH]2)C1 (stereo not drawn),89,·,105,2,0,55,6,108,-1
COCCCNc1oc(COc2ccc(Cl)cc2Cl)nc1C#N,98,-1.3,52,-13,-18,-20,2,92,12
CCOc1ccc(N2C(=O)CN=C2Nc2ccccc2Cl)cc1,97,-1.3,99,-20,-24,-10,-2,92,1
CN(C)/C=C1\C(=O)N(c2ccc(Oc3ccccc3)cc2)CS1=O (stereo not drawn),·,-0.17,·,-31,-7,-18,·,·,4
Cc1nn(-c2ccc(C(=O)Nc3nnc(C4CC4)s3)cc2)c(C)c1Cl,97,-0.32,99,-2,21,-38,5,106,7
N#Cc1c(-n2cccc2)cccc1-n1cccc1,·,-0.18,·,-10,8,-36,·,·,-6
Cc1sc2nc(CN3CCOCC3)nc(NCCc3ccccc3)c2c1C,97,-1.7,30*,-8,-9,-18,13,88,-2
O=C(N/N=C/c1ccc[nH]1)c1sc2ccccc2c1Cl,·,-0.63,·,-29,-44,9,·,·,38*
O=C(CSc1ccccc1)NCc1ccco1,101,1.2,94,19,-4,-23,4,100,1
COc1ccc(C(=O)OCC(=O)NCC2CCCCC2)cc1S(=O)(=O)N1CCCc2ccccc21,96,-0.18,72,2,-14,-3,0,81,5
Cc1ccc2c(c1)nc(NCCCO)n2C,106,0.31,104,-7,2,-12,-3,101,-2
CCCn1c(SCC(=O)NC23CC4CC(CC(C4)C2)C3)n[nH]c1=O,96,0.74,93,2,-20,-1,-7,108,14
COc1ccc(-n2c(Cc3cccn3C)nnc2SCC(=O)N2CCCC2)cc1,92,·,91,·,·,·,1,106,·
Cc1nc2ccc(NC(=O)Cc3cccs3)cc2s1,94,-0.24,93,·,·,·,7,97,·
CCn1c(CNc2nc3ccccc3n2C(C)C)nc2ccccc21,87,1.4,87,-9,-18,1,-10,92,15
Cc1cc2c(c(=O)o1)C1(C(=O)N(CC(=O)O)c3ccccc31)C(C#N)=C(N)O2 (stereo not drawn),95,-0.18,100,6,-13,-11,0,110,-16
Cc1ccc(N(CC(=O)O)S(=O)(=O)c2cccc3nonc23)cc1,98,-0.08,86,-1,-9,-15,3,95,-9
CCn1c(C(C)NC(=O)c2cccs2)nc2ccccc21 (stereo not drawn),104,·,90,·,·,·,-6,112,·
O=C(Nc1cccc(F)c1)c1cccc(S(=O)(=O)N2CCOCC2)c1,97,-0.65,49,2,-7,-27,-9,86,20
CCOC(=O)c1sc(=S)n(-c2ccc(F)c(F)c2)c1N,106,0.76,110,2,-23,-6,-16,92,-6
COc1ccc(C)cc1NC(=O)C(CCS(C)(=O)=O)NC(C)=O (stereo not drawn),93,·,101,-3,-22,13,3,92,17
CSc1nc(C)c2c(n1)N(c1ccc(C(C)C)cc1)CC2,·,-0.17,·,33,11,1,·,·,-4
COc1ccc(-c2cccc(C(=O)Nc3ccc(OC)c(OC)c3)c2)cc1,·,-0.43,·,17,-11,-5,·,·,2
CCOC(=O)C1CCN(C(C)=C2C(=O)c3ccccc3C2=O)CC1,93,0.29,101,0,-1,-20,-1,106,-4
CCC(C)N(C(=O)COC(=O)Cc1n[nH]c(=O)c2ccccc12)C1CCS(=O)(=O)C1 (stereo not drawn),101,0.71,100,17,-1,-4,5,98,7
CCOC(=O)c1ccc(S(=O)(=O)N2CCN(S(=O)(=O)CC)CC2)cc1,100,0.76,90,33,-8,-7,1,101,-3
CCc1ccc2[nH]c(=O)c(CN(Cc3ccc4c(c3)OCO4)C(=O)c3ccco3)cc2c1,94,·,80,-17,11,-23,-3,77,0
C#CCN1C(=O)C(O)(CC(=O)c2cccc(OC)c2)c2ccccc21 (stereo not drawn),102,-0.36,20*,-4,-18,-13,-7,93,11
O=C(c1ccccc1F)N1CCN(c2cccc(C(F)(F)F)c2)CC1,100,0.15,90,·,·,·,2,95,·
COCCCNC(=O)CCS(=O)(=O)Cc1ccc(C)cc1,·,-0.6,·,-8,2,21,·,·,23
CCOC(=O)C1=C(CSc2nccn2C)NC(=O)NC1c1ccc2c(c1)OCO2 (stereo not drawn),95,-0.21,87,-16,-4,11,11,97,15
CCC1Oc2ccc(C)cc2N(CC(=O)NCc2cc(OC)ccc2OC)C1=O (stereo not drawn),93,-0.36,79,·,·,·,15,97,·
CCCc1nc2ccccc2c(=O)n1/N=C/c1ccc(O)cc1O,76,0.43,60,22,-8,-1,1,105,2
COc1ccc(C(=O)OCCN=C2NS(=O)(=O)c3ccccc32)cc1OC,95,-0.59,·,-108,·,-17,-4,98,6
CCCCOCCCNc1ncnc2c1[nH]c1ccccc12,91,-0.96,39*,-170,-2,-9,-10,71,-10
CCCCNC(=O)CCn1c(=O)c2ccccc2n(CC(=O)Nc2ccccc2OCC)c1=O,119,-0.25,99,12,5,-13,-8,98,6
COc1cc(NS(=O)(=O)c2ccc(NC(=S)NC(=O)CC(C)C)cc2)nc(OC)n1,99,0.8,92,8,-3,0,2,83,-10
CCOC(=O)c1c(C)n(C)c2ccc(OC(C)=O)cc12,97,0.96,88,-23,2,-10,13[fluorescence artefact?],84,-9
COc1ccc(Nc2nc(N)nc(C(F)(F)F)n2)c(OC)c1,101,-1.4,84,4,6,17,-2,92,16
Cc1ccccc1N1CCN(S(=O)(=O)c2ccc3oc(=O)ccc3c2)CC1,98,-0.63,94,-8,5,6,12,114,-6
O=C(C1CC(c2ccc(F)cc2)=NO1)N1CCN(Cc2ccccc2)CC1 (stereo not drawn),100,·,100,-1,6,6,2[fluorescence artefact?],98,-16
O=C(Nc1cccnc1)C1CC(c2ccccc2O)=NO1 (stereo not drawn),·,0.79,·,-14,-1,-16,·,·,6
COC(=O)CSc1nnc(-c2sc3cc(OC)ccc3c2Cl)n1C,93,0.88,79,-14,12,-5,2,81,11
O=C(CNS(=O)(=O)c1ccc(Br)s1)N1CCN(C(=O)c2ccco2)CC1,103,0.22,95,16,·,0,2,103,14
CSc1ccc(S(=O)(=O)Nc2ccc(S(=O)(=O)Nc3ccc(C)cc3)cc2)cc1,98,-0.2,80,-52,-6,-17,0,42,-4
Cc1cccc(NCc2cc(Cl)cc(Cl)c2O)n1,87,-1,86,5,-8,7,9,75,8
CN(C)c1ccc(NC(=O)c2sc(SCC(=O)Nc3ccc(Br)cc3)nc2N)cc1,·,-0.53,·,-16,5,-19,·,·,17
NC(=O)CSc1nnc(CNc2ccc(F)cc2)n1CC1CCCO1 (stereo not drawn),94,-0.01,88,13,-1,-11,11[fluorescence artefact?],100,-50
COc1ccc(NC(=O)Cc2nn(C)c(=O)c3ccccc23)c2ncccc12,93,·,85,·,·,·,4[fluorescence artefact?],111,·
N#CC1=C(S)N(c2ccccc2)C(c2cccs2)NC1=O (stereo not drawn),·,1,·,-19,-48,2,·,·,-2
Cc1ccc(Nc2nc(-c3sc(NC(=O)c4cccc(Cl)c4)nc3C)cs2)cc1,·,·,·,-1,15,-11,·,·,0
COC(=O)c1[nH]c2cc(OC)ccc2c1NC(=O)CN1CCC(C(N)=O)(N2CCCCC2)CC1,·,0.8,·,-5,55*,-15,·,·,50*
O=C(NCc1cn2ccsc2n1)c1cccs1,95,·,89,2,-13,-3,3,102,4

# The listing continues.
SMILES,Fibroblast inh,PTK2B oligo ant,H69AR growth 86K,HUVEC tox IL1B,cytoskel mod,TNFa cytotox,Smad3 FoxH1 inh,HUVEC inhibit,VCAM1 TNFa inh
CCCCOc1ccc(C(=O)N2CCC(C)CC2)cc1,100,1,100,4,-4,6,-2,108,-12
CCOc1ccc(S(=O)(=O)Nc2ccc(O)c(Sc3ncn[nH]3)c2)cc1,98,1.3,95,-5,-12,0,-4,103,11
CCC(=O)N1CCn2c1nc1ccccc12,96,0.27,91,-20,-28,9,-7,103,-9
Fc1ccc(-c2csc(N3CCC(c4ccccc4)C3)n2)cc1 (stereo not drawn),·,2.1,·,·,-14,4,·,·,24
CCN1CCN(CC(O)COc2cccc(OC)c2)CC1 (stereo not drawn),·,0.39,·,-4,7,-39,·,·,-4
COc1ccc(Cl)cc1NC(=S)NCCc1c[nH]c2ccccc12,·,0.5,·,-17,-6,4,·,·,1
COCc1cc(C)nc(SCC(=O)Nc2cccc3cccnc23)c1C#N,·,·,·,19,-1,-20,·,·,9
CCN(C(=O)c1cc(Cl)ccc1OC)C1CCCCC1,93,-0.16,83,31,-10,6,4,98,7
CCOC(=O)CN1C(=O)C(O)=C(C(C)=O)C1c1ccccc1 (stereo not drawn),103,0.68,100,-13,-3,36,2,97,-8
CC(C)(C)OCC(NC(=O)C(CC(N)=O)NC(=O)OC(C)(C)C)C(=O)OC(C)(C)C (stereo not drawn),106,0.32,87,·,·,·,-5,87,·
COc1ccc(NC(=O)CS(=O)CC(=O)NC2CCCc3ccccc32)cc1 (stereo not drawn),102,0.87,82,-8,5,·,5,79,·
COc1cc(S(=O)(=O)N2CCN(c3ccc(F)cc3)CC2)ccc1Cl,·,-3.3*,·,-17,-2,33,·,·,34
O=C(Nc1nccs1)Oc1ccccc1,87,-1.3,96,-34,-23,-2,5,92,6
COc1ccc(C2CC(C(F)(F)F)n3ncc(C(=O)NCc4cccnc4)c3N2)cc1OC (stereo not drawn),95,-0.72,78,20,7,-4,-17,97,-2
O=S(=O)(c1ccc(N2CCCC2)nc1)N1CCOCC1,97,-0.48,102,9,-4,-11,11,94,1
CS(=O)(=O)N1CCc2cc(-c3csc(NC(=O)Cc4cccs4)n3)ccc21,96,-1.7,87,23,48,-34,7,84,-3
Oc1c(C=Nc2cccc3cccnc23)sc2ccccc12,42*,·,17*,9,-2,5,0,4.2*,24
COc1ccc(CCNC(=O)CC2Nc3cc(C)c(C)cc3NC2=O)cc1OC (stereo not drawn),101,-0.44,92,-9,-17,-2,1,94,7

# Record cards, as listed above.
# `Cc1sc2nc(CN3CCOCC3)nc(NCCc3ccccc3)c2c1C` is listed with Fibroblast inh = 97; PTK2B oligo ant = -1.7; H69AR growth 86K = 30*; HUVEC tox IL1B = -8; cytoskel mod = -9; TNFa cytotox = -18; Smad3 FoxH1 inh = 13; HUVEC inhibit = 88; VCAM1 TNFa inh = -2
# `COc1ccc(NC(=O)Cc2nn(C)c(=O)c3ccccc23)c2ncccc12` is listed with Fibroblast inh = 93; PTK2B oligo ant = ·; H69AR growth 86K = 85; HUVEC tox IL1B = ·; cytoskel mod = ·; TNFa cytotox = ·; Smad3 FoxH1 inh = 4[fluorescence artefact?]; HUVEC inhibit = 111; VCAM1 TNFa inh = ·
